PPARg SRC-1 ag – promotes SRC-1 coactivator recruitment by human PPARgamma. P37231. PPARgamma-SRC-1 coactivator recruitment biochemical assay. activation, % at 8 µM. 200,000 compounds, 0.41% hits; in the data active = activation above about 19%;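 note: 0% = DMSO and 100% = reference agonist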
Target sequence (P37231 whole entry, looked up): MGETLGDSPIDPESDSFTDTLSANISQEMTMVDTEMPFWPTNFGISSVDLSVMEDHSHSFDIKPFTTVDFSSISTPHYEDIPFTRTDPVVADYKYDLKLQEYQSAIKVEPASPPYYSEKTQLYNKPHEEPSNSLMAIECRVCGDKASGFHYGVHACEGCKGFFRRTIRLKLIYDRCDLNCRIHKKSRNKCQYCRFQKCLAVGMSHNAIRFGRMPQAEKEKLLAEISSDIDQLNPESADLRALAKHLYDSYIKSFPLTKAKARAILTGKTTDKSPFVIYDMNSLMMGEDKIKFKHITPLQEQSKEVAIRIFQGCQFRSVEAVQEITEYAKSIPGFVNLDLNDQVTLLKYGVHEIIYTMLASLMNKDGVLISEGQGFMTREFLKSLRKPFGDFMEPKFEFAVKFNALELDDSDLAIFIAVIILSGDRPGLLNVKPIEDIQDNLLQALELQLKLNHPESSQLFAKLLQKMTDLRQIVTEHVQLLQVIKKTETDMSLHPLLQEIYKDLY
TLR4-MyD88 BLA – blocks binding of human TLR4 to MyD88 | HeLa CL3-4 TLR4/MyD88 BLA complementation, FRET ratio | O00206+Q99836 | inhibition, % at 8.4 µM | 200,000 compounds, 0.18% hits; in the data active = inhibition above about 25%;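 note: 0% = vehicle and 100% = reference inhibitor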
PPARg SRC-3 ag – promotes SRC-3 coactivator recruitment by human PPARgamma; 200,000 compounds, 0.26% hits; biochemical PPARgamma/SRC-3 coactivator recruitment assay; activation, % at 8 µM; in the data active = activation above about 23%;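 note: 0% = DMSO and 100% = reference agonist; some compounds past the cut are filed as inactive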
PPARg SRC2 recr – promotes SRC-2 coactivator recruitment by human PPARgamma; activation, % at 8 µM; PPARgamma LBD-SRC-2 recruitment, biochemical; 200,000 compounds, 0.34% hits; AID 1032; in the data active = activation above about 22%;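 note: 0% = vehicle and 100% = reference agonist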
SRC2 TRFRET art – flags TR-FRET format artefacts in PPARgamma SRC-2 recruitment agonist screen; TR-FRET artefact counter-screen; active compounds read high; TR-FRET ratio at 8 µM; 200,000 compounds, 0.4% hits; AID 1049; in the data active = TR-FRET ratio above about 2000; note: inactives centre near 1500
STAT3 act – increases IL-6 driven STAT3 reporter signal; U3A cells, IL-6 STAT3-luciferase reporter, luminescence; 100% = signal with IL-6 EC80 alone; activation (% of control), % at 5.6 µM; 190,000 compounds, 0.91% hits; AID 871;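 active = activation above the screen-wide mean of compound activation plus 3 SD, cut at about 130% in these data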;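 note: 0% = background luminescence of wells with medium and substrate only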
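System – human U3A cells carrying STAT3-luciferase construct · Probe or stimulus – Interleukin-6, 33 ng/mL · Schedule – compound 1 h, then IL-6 6 h at 37 °C · Signal – luminescence from STAT3-driven luciferase reporter · Evaluation – percent of IL-6-only median luminescence · Benchmarks – IL-6-only high control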
STAT1 blocker – inhibitors of IFN-gamma induced STAT1 signaling. NIH 3T3 STAT1-luciferase reporter, luminescence. inhibition, % at 5.5 µM. 200,000 compounds, 0.35% hits;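 active = inhibition above a set limit, the mean inhibition across all tested compounds plus 3 SD, cut at about 34% in these data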;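 note: 0% = IFN-gamma with DMSO and 100% = IFN-gamma with 300 µM nifuroxazide; values of inactives mirror those of a sister screen read the other way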
ROMK primary – modulators of human ROMK potassium channel; Tet-inducible ROMK, thallium flux fluorescence; actives lie on both sides; B-score at 10 µM; 130,000 compounds, 2% hits; P48048;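 active = signal ratio slope over the read window, or its plate-corrected B-score, at least 3 SD from the plate mean, either direction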;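 note: B-score of the F/F0 ratio slope over 7 to 12 s after thallium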
STAT3 inh – reduces IL-6 driven STAT3 reporter signal. U3A cells, IL-6 STAT3-luciferase reporter, luminescence; host cell line lacks STAT1. inhibition, % at 5.5 µM. AID 862. 190,000 compounds, 0.89% hits;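 active = inhibition above the mean inhibition across all screened compounds plus 3 SD, cut at about 44% in these data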;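 note: 0% = DMSO only wells and 100% = 100 µM nifuroxazide control wells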
S1P3 antag – S1P3 (human) receptor antagonism; Q99500; CHO S1P3 NFAT-BLA reporter, FRET fluorescence, antagonist mode; inhibition, % at 4.98 µM; 170,000 compounds, 0.27% hits; AID 485;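 active = inhibition above the plate cutoff, the mean inhibition of test wells on that plate plus 3 SD, cut at about 28% in these data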;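 note: cells challenged with S1P at its EC80 of 0.8 µM; blue over green emission ratio from cleaved BLA substrate after 4 h stimulation; 0% = S1P-stimulated wells and 100% = unstimulated DMSO-only wells; some compounds past the cut are filed as inactive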
Target sequence (Q99500 whole entry, looked up): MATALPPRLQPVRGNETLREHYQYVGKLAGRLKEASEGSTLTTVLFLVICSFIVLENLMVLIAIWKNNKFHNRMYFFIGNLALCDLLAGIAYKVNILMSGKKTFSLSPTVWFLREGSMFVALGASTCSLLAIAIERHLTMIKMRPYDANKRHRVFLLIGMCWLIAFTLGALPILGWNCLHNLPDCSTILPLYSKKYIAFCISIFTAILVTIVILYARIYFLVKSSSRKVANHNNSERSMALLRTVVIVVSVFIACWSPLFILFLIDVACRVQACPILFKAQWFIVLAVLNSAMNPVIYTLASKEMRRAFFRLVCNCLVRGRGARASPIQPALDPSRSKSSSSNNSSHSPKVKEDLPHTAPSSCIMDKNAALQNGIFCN
RAM network inh – inhibitors of the yeast RAM network | S. cerevisiae dse1pr::URA3 reporter, 5-FOA growth OD615, 2 d; analog-sensitive cbk1-as2 kinase mutant strain | inhibition, % at 50 µM | 190,000 compounds, 1.8% hits | AID 868;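 active = inhibition above a set limit, 3 SD over mean compound inhibition, cut at about 8.4% in these data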;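 note: 0% = DMSO-only wells with no growth and 100% = 10 µM 1-NA-PP1 full growth; inhibition rescues growth on 5-FOA so higher OD means more RAM inhibition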
* hit, by the source's call; . = not tested or not shown.

SMILES | PPARg SRC-1 ag | TLR4-MyD88 BLA | PPARg SRC-3 ag | PPARg SRC2 recr | SRC2 TRFRET art | STAT3 act | STAT1 blocker | ROMK primary | STAT3 inh | S1P3 antag | RAM network inh
COc1ccc(CC(=O)NCc2nnc(SCc3ccc(C)cc3)n2C)cc1 | -6.8 | -8.8 | -0.9 | -5.2 | 1332 | 108.2 | -0.7 | 0.698 | -8.4 | -4.1 | 0.5
CC(C)OCCCNc1ncc2c(n1)CC(c1ccccc1)CC2=O (stereo unspecified) | 4.7 | 1.4 | 4.1 | 3.0 | 1818 | 100.0 | -14.1 | 0.942 | 0.6 | -2.9 | -0.4
COc1cc(/C=N/NC(=O)Cn2nc([N+](=O)[O-])cc2C)cc(Br)c1OCc1ccccc1 | -0.8 | 2.7 | -5.0 | -1.9 | 1408 | 97.8 | -0.4 | 0.000187 | 2.6 | . | 1.6
Cc1ccc(-n2nc3ccc(NC(=S)NC(=O)/C=C/c4ccco4)cc3n2)cc1 | 12.9 | 14.2 | 5.9 | -0.8 | 1629 | 113.6 | -30.1 | . | -18.0 | -20.9 | 5.1
CCCN(CCC)CC(O)Cn1cc(/C=C/C(=O)c2ccccc2)c2ccccc21 (stereo unspecified) | 1.4 | 8.6 | -3.5 | -8.8 | 1401 | 108.6 | -9.2 | -1.26 | -1.8 | 21.5 | 0.8
Cc1onc(-c2ccccc2)c1C(=O)NC(=S)Nc1sc2c(c1C#N)CCC(C)C2 (stereo unspecified) | 5.3 | 3.1 | 2.2 | 3.5 | 1626 | 98.1 | 5.0 | . | -2.8 | -1.1 | 1.4
O=c1[nH]c2ccccc2n1CCCN1CCCCC1 | 2.6 | 1.6 | 0.1 | 8.3 | 1610 | 99.9 | 1.4 | 0.165 | 7.1 | -3.0 | 0.6
Cc1cccc(C)c1-n1c(C)nn(CC#N)c1=O | 9.1 | 2.7 | 4.0 | 3.5 | 1436 | 96.1 | -0.2 | -0.0424 | 9.5 | -1.6 | 1.5
NC(=O)C(c1ccc(Cl)cc1)c1ccc(Sc2ccc(Cl)cc2)nn1 (stereo unspecified) | -0.5 | -2.7 | -5.2 | 11.4 | 1339 | 94.8 | 11.3 | -0.262 | 11.5 | . | 3.2
Cc1c(N2C(=O)CS/C2=N\N=C\c2ccc(Br)cc2)c(=O)n(-c2ccccc2)n1C | 3.3 | 4.9 | 4.0 | -3.8 | 1300 | 113.5 | -5.7 | . | -5.2 | . | 1.3
Cc1ccc(S(=O)(=O)Oc2ccccc2/C=N/NC(N)=S)cc1 | 2.1 | -9.2 | 4.5 | 9.9 | 1602 | 88.7 | -8.7 | -0.00653 | 12.3 | . | 9.1*
Cn1c(=O)n(C)c2cc([N+](=O)[O-])c(N3CCN(S(=O)(=O)c4ccc(C(C)(C)C)cc4)CC3)cc21 | -7.9 | 11.8 | 3.4 | -4.6 | 1418 | 93.7 | 9.6 | . | 14.7 | . | 3.2
CCOc1ccc(NC(=O)CSc2nc(C)c3c(c2C#N)CCCC3)cc1 | 2.7 | -14.8 | 4.5 | 1.7 | 1571 | 101.5 | -6.3 | . | 2.2 | . | 2.3
CC(C)(C)n1nc2c(c1NC(=O)c1ccc(Br)cc1)CS(=O)C2 (stereo unspecified) | 3.1 | 4.0 | -5.1 | 1.8 | 1655 | 100.9 | 9.6 | . | 3.8 | 0.1 | -0.9
Cc1cc(C)c2c(-n3cccc3)c(NC(=O)OC(C)C)sc2n1 | 10.4 | -11.7 | -1.9 | 8.8 | 1419 | 114.4 | -3.2 | . | -10.9 | . | 4.2
O=[N+]([O-])c1cccnc1NCc1cccs1 | 2.8 | 6.0 | 0.3 | 3.2 | 1626 | 93.4 | -1.7 | . | 9.5 | 1.3 | 0.6
CCC(C)C(NS(=O)(=O)c1ccc(C)cc1)C(=O)O (stereo unspecified) | 1.8 | 9.3 | -5.1 | 5.8 | 1567 | 97.1 | -2.2 | . | 5.1 | -7.4 | 1.3
CCc1cccc(NC(=O)Cn2c(-c3ccccc3)cc(C(C)=O)c2C)c1 | -1.6 | 3.1 | 1.1 | 3.1 | 1750 | 104.8 | 0.7 | -0.162 | -1.5 | -2.0 | 4.8
CCOC(=O)c1ccc(N2C(=O)C3CC=CCC3C2=O)cc1 (stereo unspecified) | -4.3 | 11.0 | -3.8 | 1.0 | 1510 | 99.9 | -8.9 | -0.00582 | 3.6 | 6.1 | 0.5
COC(=O)c1sccc1NC(=O)c1cc(-c2cc(C)ccc2C)nc2ccccc12 | -7.7 | 2.4 | -7.3 | -5.3 | 1399 | 114.8 | -0.2 | -0.512 | -13.2 | . | 7.8
CC(=O)c1cccc(CN2CCC(CO)(CCCc3ccccc3)CC2)c1 | 9.4 | -7.6 | -5.1 | -1.8 | 1211 | 93.8 | -3.0 | . | 12.1 | 1.6 | 2.5
Cc1ccc(NS(=O)(=O)c2cccc(C(=O)NCC(c3cccs3)N(C)C)c2)cc1 (stereo unspecified) | 3.4 | 2.2 | -1.9 | 6.0 | 1416 | 101.8 | -4.5 | 0.782 | 5.7 | 3.7 | 0.2
Cc1ccc(Cn2ncn(-c3ccccc3)c2=O)cc1 | 2.0 | -2.7 | -2.0 | -4.5 | 1588 | 103.6 | -16.8 | 0.0694 | 2.3 | -19.7 | 2.0
Cn1c(CCN2CCCCCC2)nc2cc(NC(=O)Nc3ccccc3)ccc21 | 3.3 | -10.8 | -2.1 | -1.1 | 1481 | 105.9 | -23.6 | -0.761 | -4.1 | -29.3 | 1.6
O=C(NNS(=O)(=O)c1ccccc1)c1ccc(S(=O)(=O)N2CCCCC2)cc1 | 2.6 | -1.2 | -0.1 | -4.1 | 1460 | 100.8 | 3.0 | 0.478 | 3.8 | -5.5 | 1.9

Structural class: the compounds so far containing a tert-butyl group.
SMILES | PPARg SRC-1 ag | TLR4-MyD88 BLA | PPARg SRC-3 ag | PPARg SRC2 recr | SRC2 TRFRET art | STAT3 act | STAT1 blocker | ROMK primary | STAT3 inh | S1P3 antag | RAM network inh
Cn1c(=O)n(C)c2cc([N+](=O)[O-])c(N3CCN(S(=O)(=O)c4ccc(C(C)(C)C)cc4)CC3)cc21 | -7.9 | 11.8 | 3.4 | -4.6 | 1418 | 93.7 | 9.6 | . | 14.7 | . | 3.2
CC(C)(C)n1nc2c(c1NC(=O)c1ccc(Br)cc1)CS(=O)C2 (stereo unspecified) | 3.1 | 4.0 | -5.1 | 1.8 | 1655 | 100.9 | 9.6 | . | 3.8 | 0.1 | -0.9

New compounds follow
SMILES | PPARg SRC-1 ag | TLR4-MyD88 BLA | PPARg SRC-3 ag | PPARg SRC2 recr | SRC2 TRFRET art | STAT3 act | STAT1 blocker | ROMK primary | STAT3 inh | S1P3 antag | RAM network inh
Cc1ccc(Nc2ccc(C(=O)NCCc3ccccc3)cn2)cc1 | 7.0 | -12.6 | -3.0 | 1.8 | 1495 | 93.3 | -11.9 | 2.08 | 5.6 | -3.2 | 3.1
Cn1c(-c2sc(=S)n(-c3ccccc3)c2N)nc2ccccc21 | -0.3 | 2.3 | 14.8 | 3.8 | 1527 | 133.4* | -3.0 | . | -38.3 | . | 0.9
COc1ccc(-n2ncc3c(NCCCn4ccnc4)ncnc32)cc1 | 3.5 | 19.1 | 9.0 | -7.4 | 1395 | 112.8 | -23.0 | -0.873 | -7.6 | . | 0.3
O=C(COC(=O)c1ccccc1)Nc1ccccc1Br | 2.1 | -1.3 | -2.3 | 6.3 | 1447 | 95.1 | -8.1 | . | 7.4 | -3.2 | 1.5
CON/C=C(\C=Nc1ccc(Cl)cc1)c1ncc(C(F)(F)F)cc1Cl | -2.8 | 0.1 | -4.9 | 2.6 | 1415 | 110.9 | 0.1 | . | -2.3 | . | 11.2*
COc1ccccc1C/C(N)=N/OC(=O)c1cccs1 | 2.6 | 2.7 | 1.2 | 4.0 | 1442 | 101.7 | -0.4 | -0.9 | 4.9 | 6.1 | -0.2
CC(C)COC(=O)c1ccc(NC(=O)C2C3CCC(C3)C2C(=O)O)cc1 (stereo unspecified) | 5.1 | 2.0 | -4.2 | -1.8 | 1485 | 122.3 | -47.0 | -0.183 | -21.2 | -10.4 | -1.0
COc1ccc(C(=O)c2sc(Nc3ccccc3)c(C(=O)Nc3ccc(OC)c(OC)c3)c2N)cc1 | 8.8 | -8.3 | 9.0 | 7.9 | 1501 | 81.4 | 6.5 | 1.55 | 22.6 | . | 1.5
Cc1cc(NC(=O)CCC(=O)N(c2ccccc2)C(C(=O)NC2CCCCC2)c2cccs2)no1 (stereo unspecified) | 9.0 | -6.1 | 7.2 | 13.1 | 1500 | 102.1 | -7.9 | -0.0733 | -0.4 | . | 3.5
COc1ccc(C)c(NC(=O)C2CC(=O)NC3=C2C(=O)CCC3)c1 (stereo unspecified) | -1.3 | -15.9 | -5.4 | -11.8 | 1411 | 96.9 | -10.3 | -2.29 | 11.8 | -10.7 | -0.2
O=C(COC(=O)c1cnc(Cl)c(Cl)c1)Nc1ccc(S(=O)(=O)N2CCCC2)cc1 | 5.5 | 4.6 | 4.1 | 9.9 | 1424 | 102.8 | 5.7 | -0.321 | -2.0 | -15.8 | 0.3
Cc1nn(C)cc1/C=N/NC(=O)C(C)(C)Oc1ccc(Cl)cc1 | 1.3 | -8.3 | -0.7 | 7.8 | 1571 | 97.5 | 5.7 | 0.983 | 3.2 | . | 2.5
O=C(NCCO)c1scc2c1OCCO2 | 4.2 | 8.3 | -4.8 | 7.8 | 1588 | 101.1 | 1.1 | . | 1.3 | -21.2 | 0.7
Cc1onc(-c2c(Cl)cccc2Cl)c1C(=O)NC1C(=O)N2C1SC(C)(C)C2C(=O)O (stereo unspecified) | 1.7 | -2.0 | -4.8 | -7.5 | 1322 | 124.0 | -3.2 | -1.12 | -14.4 | -21.7 | 0.6
CCOc1ccccc1C1C(C#N)=C(N)SC(N)=C1C#N | 12.7 | 5.6 | 24.5 | 11.1 | 1727 | 96.9 | 16.9 | -1.73 | 7.6 | -8.4 | 1.3
CCOC(=O)C1(Cc2cccc(OC)c2)CCN(Cc2cc(OC)ccc2OC)CC1 | 8.0 | -9.7 | -0.2 | 4.0 | 1499 | 104.4 | 6.4 | . | 0.2 | 15.5 | -1.0
CC(=O)N1CC2(C)CN(C(C)=O)CC(C)(C1)C2O (stereo unspecified) | -6.1 | 6.0 | -18.5 | -9.6 | 1433 | 97.8 | -4.9 | . | 5.9 | 2.2 | 0.5
Oc1c(C(c2cccs2)N2CCN(c3cccc(Cl)c3)CC2)sc2ncnn12 (stereo unspecified) | 5.2 | 10.3 | 2.7 | -1.2 | 1537 | 105.5 | 2.9 | . | -6.5 | -53.0 | -0.2
Clc1nc(Cl)nc(NCCC2=CCCCC2)n1 | 0.4 | 3.1 | 4.1 | 1.8 | 1731 | 104.7 | -1.2 | -0.202 | 6.9 | -13.6 | 1.7
CC1=NN(C(=O)c2csc(C)c2)C(O)(C(F)(F)F)C1 (stereo unspecified) | 6.7 | 0.2 | 10.9 | 7.7 | 1628 | 98.5 | 1.1 | 0.343 | 2.0 | . | 0.6

Screening data: PubChem BioAssay, several laboratories
